# Hsp90 inh: tumor Hsp90 inhibitors, primary screen, cell lysate, fluorescence polarization, NCI-N417 lysate | inhibition, % at 30 µM | Heat shock protein HSP 90-alpha (Homo sapiens), P07900 | AID 429, 2006 | Cy3B-geldanamycin FP displacement | hit rate 0.35% among 64,000;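 active = inhibition above 50%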;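 also: 0% = tracer plus lysate wells and 100% = tracer alone without lysate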
# ROCK2 inh: inhibitors of human ROCK2 kinase, primary screen, biochemical, high-throughput, luminescence | purified ROCK2, Kinase-Glo ATP depletion luminescence | inhibition, % at 6 µM | hit rate 0.35% among 60,000;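 active = inhibition above the screen-wide mean inhibition plus 3 SD, cut at about 18% in these data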;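 also: plate controls were DMSO wells for no effect and Y-27632 control wells after no-enzyme background subtraction for full effect; many of its hits are not listed in these tables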
# Target sequence (O75116 whole entry, looked up): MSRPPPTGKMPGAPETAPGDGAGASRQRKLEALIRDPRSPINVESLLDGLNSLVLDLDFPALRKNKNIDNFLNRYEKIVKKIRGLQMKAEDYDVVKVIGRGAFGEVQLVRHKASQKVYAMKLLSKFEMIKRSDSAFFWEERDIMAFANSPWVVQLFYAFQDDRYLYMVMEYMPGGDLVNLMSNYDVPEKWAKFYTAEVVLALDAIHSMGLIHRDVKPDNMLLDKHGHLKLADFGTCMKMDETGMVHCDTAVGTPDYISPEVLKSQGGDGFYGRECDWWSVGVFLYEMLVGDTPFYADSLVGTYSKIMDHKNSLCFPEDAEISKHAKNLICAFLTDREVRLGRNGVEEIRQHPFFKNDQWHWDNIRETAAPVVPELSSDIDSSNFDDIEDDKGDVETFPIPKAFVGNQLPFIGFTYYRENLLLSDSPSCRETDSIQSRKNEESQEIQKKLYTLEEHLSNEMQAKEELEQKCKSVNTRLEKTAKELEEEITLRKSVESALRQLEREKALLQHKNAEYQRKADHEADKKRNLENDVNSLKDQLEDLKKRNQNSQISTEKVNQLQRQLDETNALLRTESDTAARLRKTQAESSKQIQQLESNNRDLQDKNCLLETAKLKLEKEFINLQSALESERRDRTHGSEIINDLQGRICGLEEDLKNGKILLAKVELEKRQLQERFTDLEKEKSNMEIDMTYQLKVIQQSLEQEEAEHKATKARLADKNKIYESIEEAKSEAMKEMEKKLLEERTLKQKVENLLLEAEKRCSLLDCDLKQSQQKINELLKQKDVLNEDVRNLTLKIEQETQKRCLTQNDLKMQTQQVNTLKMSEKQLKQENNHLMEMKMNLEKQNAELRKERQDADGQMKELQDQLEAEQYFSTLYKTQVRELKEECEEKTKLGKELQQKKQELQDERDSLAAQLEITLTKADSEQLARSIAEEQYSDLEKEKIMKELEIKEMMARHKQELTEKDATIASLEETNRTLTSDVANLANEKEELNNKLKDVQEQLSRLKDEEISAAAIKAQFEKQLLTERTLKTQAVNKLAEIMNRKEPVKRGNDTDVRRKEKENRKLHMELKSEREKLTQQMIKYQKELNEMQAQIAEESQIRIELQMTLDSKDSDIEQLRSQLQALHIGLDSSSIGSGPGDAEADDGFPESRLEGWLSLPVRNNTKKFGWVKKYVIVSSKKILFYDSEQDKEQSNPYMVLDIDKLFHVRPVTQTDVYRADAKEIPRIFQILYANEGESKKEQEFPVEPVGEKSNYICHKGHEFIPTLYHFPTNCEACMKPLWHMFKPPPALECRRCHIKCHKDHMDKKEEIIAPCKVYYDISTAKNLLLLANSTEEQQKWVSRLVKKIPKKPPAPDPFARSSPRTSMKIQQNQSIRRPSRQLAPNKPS
# PKA inh: inhibitors of human PKA kinase activity, primary screen, biochemical, ATP-depletion luminescence, Kemptide substrate; hit rate 0.1% among 65,000; PKA Kemptide phosphorylation, Kinase-Glo ATP luminescence; inhibition, % at 6 µM;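 active = inhibition above the screen-wide mean inhibition plus 3 SD, cut at about 21% in these data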; also: many of its hits are not listed in these tables
# Abs 340nm: compound light absorbance at 340 nm, profiling panel, artefact control, biochemical, MLSMR library, data from PS, PMK, MK assays; fold change at 10 µM; compound absorbance at 340 nm, fold over control; AID 708, 2007; 65,000 tested, under 10 active;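 active = at 10 µM dose, initial 340 nm absorbance at least 2 fold that of control wells; inactive = change under 2 fold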;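 also: initial absorbance extrapolated from kinetic A340 decline of NADH oxidation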
# JNK3 inh: JNK3 kinase activity inhibitors, primary screen, biochemical, human, purified enzyme. Mitogen-activated protein kinase 10 (Homo sapiens), P53779. HTS. inhibition, % at 8 µM. hit rate 0.61% among 60,000; in the data active = inhibition above about 17%;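 also: 0% = DMSO and 100% = reference inhibitor; many of its hits are not listed in these tables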
# HER2 expr 66K: inhibitors of Her2 protein expression, primary screen, SKBR-3 cells, AlphaScreen, 66K library; Receptor tyrosine-protein kinase erbB-2 (Homo sapiens), P04626; SKBR-3 HER2 protein level, 18-24 h; active compounds read low; HER2 level % of control, % at 10 µM; hit rate 0.69% among 65,000; AID 645, 2007;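 active = HER2 level under 5% of the carrier-only control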;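 also: 100% = DMSO carrier and 0% = 500 nM PU-H71 HSP90 inhibitor; lower value means stronger loss of Her2 protein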
# Autofluor 339: intrinsic fluorescence of library compounds, ex339/em460 – biochemical, MLSMR library, data from DPM-DC assay, artefact control, profiling panel; AID 709, 2007; hit rate 5.5% among 65,000; fluorescence fold increase at 10 µM; compound autofluorescence, ex339/em460 nm, NADH buffer; active compounds read high; 1 = no-compound wells, NADH background;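 active = at 10 µM, mean starting fluorescence two-fold or more over control wells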;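 also: signal is the first read of a kinetic run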
# Cdc25B inh: inhibitors of Cdc25B phosphatase catalytic domain, primary screen, biochemical, OMFP fluorescence | recombinant Cdc25B, OMFP fluorescence Ex485/Em525 | inhibition, %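 (compounds tested at 10 µM final in the well)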 | hit rate 0.1% among 65,000 | AID 368, 2006; in the data active = inhibition above about 50%
# DUSP1 inh: MKP-1 phosphatase inhibitors, primary screen, biochemical, in vitro; hit rate 0.15% among 65,000; Dual specificity protein phosphatase 1 (Homo sapiens), P28562; recombinant MKP-1, OMFP hydrolysis fluorescence; inhibition, %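 (compounds tested at a single concentration somewhere between 10 and 100 µM)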;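 active = inhibition above about 50%, limit read from the data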;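 also: 0% = DMSO max control wells and 100% = wells with enzyme stopped by NaOH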
# An asterisk follows results filed as active; x = not tested or not shown.
SMILES,Hsp90 inh,ROCK2 inh,PKA inh,Abs 340nm,JNK3 inh,HER2 expr 66K,Autofluor 339,Cdc25B inh,DUSP1 inh
O=C(c1cccs1)N1CCc2ccccc21,-4,0,2,1,7,39,1,-8,2
CCCCOC(=O)C1CCCC(C(=O)OCCCC)N1 (stereo not drawn),-1,4,10,1,0,103,0.93,-18,-3
COC(=O)c1ccccc1NC(=O)CC(NCc1ccccc1)C(=O)O (stereo not drawn),0,6,12,0.99,3,118,1.1,-13,-8
CC1(C(=O)CSc2n[nH]c(-c3ccccc3Cl)n2)CCC(=O)O1 (stereo not drawn),-5,1,8,1,0,64,1,-1,-17
Cc1cc2nc(C)c(Cc3ccccc3)c(=O)n2[nH]1,2,-4,-3,1.1,-7,117,1.3,-1,14
CCC(C)n1c(SCC(=O)NC(=O)Nc2ccc3c(c2)OCCO3)nc2ccccc2c1=O (stereo not drawn),-3,-8,-1,1,-9,83,1.1,-4,28
O=C(NCc1ccco1)C1CCN(C(=O)c2cc3sccc3n2Cc2ccc(F)cc2)CC1,-5,-1,-1,0.98,2,87,1,-15,23
CCOC(=O)c1ccc(NC(=O)CSc2nnc(-c3ccncc3)n2C)cc1,-3,6,5,1,-6,95,1.1,-5,-12
Cc1nn(S(=O)(=O)N(C)C)c(C)c1CN1C(=O)c2ccccc2C1=O,1,9,9,1,-7,108,1,-5,4
O=C(Oc1nsnc1N1CCOCC1)N(c1ccccc1)c1ccccc1,1,5,10,1,1,96,1.1,7,-20
Cc1noc(C)c1COC(=O)Cc1ccc(Cl)cc1,-2,2,1,1,3,87,1.1,1,1
CCN1CCN(CNC(=O)c2cnccn2)CC1,-2,2,8,1,6,93,1.1,-4,-4
C=CCn1c(=O)c2c(C)c(C)sc2n2c(Nc3ccccc3)nnc12,1,0,8,1.1,4,85,1.1,-11,3
OC(CN1CCOCC1)Cn1c(-c2cccc(Cl)c2)nc2ccccc21 (stereo not drawn),-3,5,5,1,-2,99,1.1,-2,4
CN1CCC(N(C)C(=O)c2ccccc2Nc2ccc(SC(F)F)cc2)CC1,1,4,11,1,-7,103,1.1,-19,-6
CCCOc1ccc(N2C(=O)CC(N3CCC(O)(c4cccc(C(F)(F)F)c4)CC3)C2=O)cc1 (stereo not drawn),-1,-3,-2,1,3,86,0.97,8,8
O=C(COC(=O)C12CC3CC(CC(C3)C1)C2)NCc1ccco1,-5,x,1,0.99,x,118,1.1,-4,3
COc1cc2nc(C3CCC3)n(NC(=O)C3CCC(OC)CC3)c(=O)c2cc1OC (stereo not drawn),3,3,9,1,1,92,1.1,3,11
CCOC(=O)C1CCN(CC(=O)c2c(C)[nH]c3ccccc23)CC1,-7,0,1,0.98,1,118,1.1,2,-4
CC(=O)Nc1ccc(C(=O)N2CCN(C(=O)c3ccco3)CC2)cc1,0,-1,-2,1,-4,71,1,0,14
O=C(CCCn1c(=S)[nH]c2cc3c(cc2c1=O)OCO3)N1CCN(c2ccccc2)CC1,-5,x,-4,1.1,x,88,1,-13,5
O=C1CC(Cc2ccccc2)C(=O)N1CCCn1ccnc1 (stereo not drawn),-1,x,x,1.1,x,x,0.68,x,-5
COc1ccccc1-n1c(CNC(=O)c2ccco2)nnc1SCC(=O)Nc1nccs1,-2,1,6,1.1,0,65,1.1,-4,18
N#CCCn1c(Cl)nc2ccccc21,-8,4,-5,1,2,119,1.1,-3,22
COc1ccc(-c2cc(NCCc3ccncc3)n3ncnc3n2)cc1,x,x,-4,1.1,x,84,1.3,3,4
CCCC12CN(C(=O)c3ccc(OC)cc3)CC(C)(CN(C(=O)c3ccc(OC)cc3)C1)C2=O,2,7,4,1,2,87,1.1,-21,9
COc1cc(N2C(=O)NC3CC2(C)Oc2ccc(Br)cc23)cc(OC)c1OC (stereo not drawn),-6,6,12,1,0,127,1.1,4,-2
COc1cc2c(cc1OC)C(C(=O)NCc1ccco1)C(c1cccs1)N(C)C2=O (stereo not drawn),-3,-4,-3,0.98,7,90,1.2,-8,5
CC(C)CCN1CC(C(=O)NCCC2=CCCCC2)CC1=O (stereo not drawn),1,-3,-4,1,-2,91,1.1,-8,-2
Cc1ccc(C2CC(=O)NC(SCCC(C)C)=C2C#N)cc1 (stereo not drawn),-1,-1,0,1,-4,102,1.1,-7,5
CCN(CC)C(=O)Cn1nnc(-c2ccc(C)o2)n1,-10,6,4,1,-5,93,0.83,1,2
CCOC(=O)N1CCN(c2nc(-c3ccc(F)cc3)cs2)CC1,-4,8,9,1,0,98,1,-2,15
Cc1ccc(/C(O)=C2\C(=O)C(=O)N(c3cc(C)on3)C2c2cccc(Br)c2)cc1 (stereo not drawn),-6,3,12,1.1,0,83,1.1,2,27
COc1cc(OC)c2c(C)c(Cl)c(=O)oc2c1,-6,7,13,1.1,2,82,3.7*,-2,-6
CCc1cc(-c2n[nH]c(C)c2-c2nc3ccccc3n2C)c(O)c(CN2CCN(C)CC2)c1O,29,3,6,1,-4,20,1.1,2,22
Cc1ccccc1Nc1nc(CSc2nnc(-c3ccoc3C)n2C)cs1,-11,0,-4,1,-2,82,1.1,-13,23
COc1ccccc1Oc1c(C)oc2c(CN3CCN(C)CC3)c(O)ccc2c1=O,2,4,9,1.1,7,99,3.8*,0,26
COc1ccc(-c2coc3c(CN4CCCCC4)c(O)c(CN4CCCCC4)c(O)c3c2=O)cc1,0,2,-1,1,-1,86,1,-4,-3
COC(=O)c1ccc(CSc2nc3c(cnn3-c3ccc(C)c(C)c3)c(=O)[nH]2)o1,1,-1,0,0.99,0,128,1.1,11,14
O=S(=O)(c1cccc(-c2cn3cccnc3n2)c1)N1CCCCCC1,-13,6,7,1.1,0,96,3.6*,0,6
COc1ccc(OCCC(=O)Nc2cc(C)on2)cc1,0,9,8,1.1,0,170,1.1,-8,2
CCCOc1ccc(/C(O)=C2/C(=O)C(=O)N(CCN(C)C)C2c2ccncc2)cc1 (stereo not drawn),-1,8,7,1.1,-5,69,1.1,23,-28
CC(C)N(Cc1nc(-c2ccccc2)no1)C(=O)CSc1ccccc1,-2,-1,1,1,-2,86,1.1,-12,-8
Cc1n[nH]c(C)c1N1C(=O)c2cccc3c(N4CCCCCC4)ccc(c23)C1=O,15,8,13,1,-3,114,1.1,-9,18
C=CCNC(=O)c1ccc(C)c(Br)c1,-1,7,11,1,5,69,1.1,-10,-2
COc1ccccc1CNC(=O)C1CCN(S(=O)(=O)N2CCCCC2)CC1,1,-1,-1,0.97,-2,95,0.99,-3,1
CCc1c(C(=O)NCc2cnn(C)c2)csc1C,-5,7,5,1,-4,99,1.1,-1,7
CCOCCn1c(N2CCN(c3ccc(OC)cc3)CC2)nc2c1c(=O)[nH]c(=O)n2C,-1,-1,-4,1,-2,78,1.1,2,-16
CCC(CC)NCc1ccc(OC)cc1OC,-2,2,5,1,1,96,1.1,-10,6
CCOC(=O)c1ccc(CNC(=O)Cn2nnc(-c3ccc(C)cc3)n2)o1,-3,3,9,1,5,94,1,-8,-9
Cc1ccc2c(c1)c1c(n2CC(O)Cn2c(C)nc3ccccc32)C(=O)CCC1 (stereo not drawn),-1,2,5,1.1,-5,77,2*,-5,33
Cc1sc(NC(=O)c2ccco2)c(C(c2cccnc2)N2CCN(c3ccc(F)cc3)CC2)c1C (stereo not drawn),-1,1,8,1.1,-7,59,1.4,-1,11
C=CCn1c(NCCO)nc2c1c(=O)n(C)c(=O)n2C,5,4,8,1,-3,95,0.89,-9,-17
CCN1CCCC1Cn1cnc2c([nH]c3cccc(Cl)c32)c1=O (stereo not drawn),-10,0,2,1,-2,199,2.2*,-4,-27
COc1c2c(nc3ccccc13)OC(C(C)(O)COC(C)=O)C2 (stereo not drawn),-3,0,-2,1,-1,116,1.1,-4,2
O=C(Nc1ccc(OC(=O)c2ccco2)cc1)c1ccco1,-10,-17,-11,0.99,-2,165,1,-7,0
O=C(NCC(c1cccnc1)N1CCN(c2ccc(F)cc2)CC1)c1ccc2c(c1)OCO2 (stereo not drawn),-4,x,-5,1,x,59,1.1,-1,-13
COC(=O)c1nc2n(n1)C(c1cc(OC)ccc1OC)C(C(=O)OC1CCCCC1)=C(C)N2 (stereo not drawn),x,x,7,1.1,x,102,1,-8,19
CC1(C)CC(=O)C2=C(C1)N(Cc1ccco1)C(=O)NC2(C(F)(F)F)C(F)(F)F,1,-2,0,1.1,-7,85,1.1,-2,6
COc1cccc(-n2c(SCC(N)=O)nc3c([nH]c4ccccc43)c2=O)c1,x,x,10,1.1,x,67,1.2,-12,17

# The results go on.
SMILES,Hsp90 inh,ROCK2 inh,PKA inh,Abs 340nm,JNK3 inh,HER2 expr 66K,Autofluor 339,Cdc25B inh,DUSP1 inh
C=CCOc1ccc(CNc2nn[nH]n2)cc1,2,0,-3,0.98,-7,142,1,6,5
Cn1c(=O)oc2cc(S(=O)(=O)NCCN3CCc4ccccc4C3)ccc21,-4,2,5,1,-6,96,1.1,5,5
O=C(Cn1cnc2c(oc3ccccc32)c1=O)NCCc1ccccc1,-4,x,-3,1,x,93,1,-5,11
COc1ccccc1-n1cc(C(=O)NCC(=O)N2CCN(c3ccccc3)CC2)c2ccccc2c1=O,-6,-1,3,0.99,-3,87,1.3,-12,12
Cc1cccc(Nc2ncc3c(n2)CC(c2ccco2)CC3=O)c1 (stereo not drawn),-2,7,5,1,3,97,1.6,3,-3
CCC(C)NC(=O)CS(=O)(=O)Cc1nc(-c2cccc(OC)c2)oc1C (stereo not drawn),0,2,10,0.97,-3,113,1,-13,-6
Cn1c(=O)n(Cc2ccccc2)c(=O)c2c1nc1n2CCCN1C1CCCCC1,-4,6,4,1,5,69,1.1,-2,-4
Clc1ccc(Nc2ncnc3c2cnn3-c2ccccc2)cc1,-2,1,6,1,9,96,1.6,-2,0
Cn1c(SCC(=O)NCc2cccs2)nnc1-c1ccc(S(=O)(=O)N2CCCC2)cc1,-3,3,7,1,-4,81,1,-4,-24
CCN(CC)CCNC(=O)CCCNC(=O)Cn1cnc2sc(C)c(C)c2c1=O,2,-1,-2,1,-5,77,1,-2,8
O=C(COC(=O)c1cccnc1)Nc1cccc(Cl)c1,0,2,2,1,-4,93,1.1,1,4
CCOc1ccccc1N(CC(=O)Nc1ccccc1C(=O)O)S(C)(=O)=O,0,2,8,0.99,6,126,1.1,-10,1
O=C(CSc1nnc(CCCO)n1-c1ccccc1)NCCc1ccccc1,-2,-5,-9,1.1,-3,100,1.1,-13,-2

# By substructure: the entries above with a cyano group (2)
SMILES,Hsp90 inh,ROCK2 inh,PKA inh,Abs 340nm,JNK3 inh,HER2 expr 66K,Autofluor 339,Cdc25B inh,DUSP1 inh
N#CCCn1c(Cl)nc2ccccc21,-8,4,-5,1,2,119,1.1,-3,22
Cc1ccc(C2CC(=O)NC(SCCC(C)C)=C2C#N)cc1 (stereo not drawn),-1,-1,0,1,-4,102,1.1,-7,5

# Full records as entered above. Screens in order: Hsp90 inh, ROCK2 inh, PKA inh, Abs 340nm, JNK3 inh, HER2 expr 66K, Autofluor 339, Cdc25B inh, DUSP1 inh
# Cc1cccc(Nc2ncc3c(n2)CC(c2ccco2)CC3=O)c1 (stereo not drawn) is listed as -2, 7, 5, 1, 3, 97, 1.6, 3, -3
# Cn1c(SCC(=O)NCc2cccs2)nnc1-c1ccc(S(=O)(=O)N2CCCC2)cc1 is listed as -3, 3, 7, 1, -4, 81, 1, -4, -24

# Bioassay records deposited in PubChem by several laboratories.

# The list is partial (hit frequency here may not be typical).
